Source: PubChem BioAssay
NPSR antagonist – qHTS Assay for Antagonists of the Neuropeptide S Receptor: cAMP Signal Transduction; Potency, µM (series often up to 38.3 µM), without a hit: at the top dose activity change, negative = inhibition, most hits filed as inhibitors; hit rate 1% among 220,000; CHO-NPSR cells, cAMP TR-FRET, antagonist mode; AID 1461, 2008; Q6W5P4; note: % is set by controls: 0 for no effect and ±100 for the full control effect; nearly all actives have a fitted effect of over 50% in size; many of its hits are not listed in these tables
GLA spleen mod – qHTS Assay for Inhibitors and Activators of Human alpha-Galactosidase From Spleen Homogenate. Potency, µM (titrated, usually from 80 µM), for inactives: at the highest dose activity change, negative = inhibition, hits mostly inhibitors. human spleen homogenate, 4MU-alpha-Gal fluorescence, 40 min. Alpha-galactosidase A (Homo sapiens), P06280. hit rate 0.008% among 240,000;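 note: 0% = enzyme with vehicle and -100% = no enzyme basal signal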
Target sequence (P06280 32-429 limits assumed): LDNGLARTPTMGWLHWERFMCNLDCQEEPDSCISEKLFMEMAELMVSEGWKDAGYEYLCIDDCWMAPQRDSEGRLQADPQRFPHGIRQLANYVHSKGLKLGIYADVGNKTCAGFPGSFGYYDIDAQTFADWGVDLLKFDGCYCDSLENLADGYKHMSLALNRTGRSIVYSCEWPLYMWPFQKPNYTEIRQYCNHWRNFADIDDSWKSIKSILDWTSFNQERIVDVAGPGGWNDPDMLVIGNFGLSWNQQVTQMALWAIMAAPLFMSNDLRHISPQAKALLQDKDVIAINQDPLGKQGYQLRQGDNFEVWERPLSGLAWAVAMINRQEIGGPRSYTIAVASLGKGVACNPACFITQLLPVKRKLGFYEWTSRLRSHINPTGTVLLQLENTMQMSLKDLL
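Human spleen homogenate (1 ug) was the enzyme source, with 4-methylumbelliferyl-alpha-D-galactopyranoside (1 mM final) in pH 5.0 citrate buffer with 0.01% Tween-20. Compounds were titrated; after 40 min at 37C, NaOH/glycine stop, 4-MU fluorescence read; AC50 from Hill fits.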
GAA spleen mod – qHTS Assay for Inhibitors and Activators of Human alpha-Glucosidase From Spleen Homogenate | Potency, µM (titrated, usually from 79.9 µM), inactives show at the highest dose activity change, negative = inhibition, usual class: inhibitors | AID 2112, 2009 | Lysosomal alpha-glucosidase (Homo sapiens), P10253 | human spleen homogenate, 4-MU-alpha-glucoside fluorescence | hit rate 0.006% among 240,000;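 note: 0% = enzyme with vehicle and -100% = no enzyme basal signal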
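Human spleen homogenate (1 ug) incubated with compounds and 1 mM 4-methylumbelliferyl-alpha-D-glucopyranoside in pH 5.0 citrate/phosphate buffer, 37 C, 40 min. Stopped at pH 10; 4-MU fluorescence (Ex 365/Em 440 nm); AC50 by Hill fit.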
GAA glycogen mod – qHTS Assay for Inhibitors and Activators of Human alpha-Glucosidase Cleavage of Glycogen. Potency, µM (highest dose often 76.4 µM), without a hit: at the highest dose activity change, negative = inhibition, most hits filed as inhibitors. recombinant GAA, glycogen substrate, Amplex Red glucose oxidase fluorescence. AID 2100, 2009. Lysosomal alpha-glucosidase (Homo sapiens), P10253. hit rate 0.38% among 300,000;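 note: 0% = full enzyme reaction and -100% = no-enzyme basal signal; the screen sought inhibitors and activators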
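Recombinant human alpha-glucosidase (4 nM final) hydrolysed bovine liver glycogen (30 ug) for 40 min at 37 C in pH 5.0 citrate/phosphate with 0.01% Tween-20. Released glucose detected by glucose oxidase/Amplex Red, Ex 573/Em 610 nm. Compounds up to 77 uM; AC50 from Hill fits.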
GAA inhib – qHTS Assay for Inhibitors of Human alpha-Glucosidase as a Potential Chaperone Treatment of Pompe Disease; purified human GAA, 4-MU-alpha-glucoside fluorescence; hit rate 0.005% among 200,000; Lysosomal alpha-glucosidase (Homo sapiens), P10253; Potency, µM (titrated, usually from 76.9 µM), without a hit: top-dose activity change, negative = inhibition, actives largely listed as inhibitors; AID 1466, 2008;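 note: plate controls were uninhibited enzyme wells for no effect and no-enzyme background for full effect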
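Endpoint fluorogenic read: 20 min room-temperature reaction of 4 nM human alpha-glucosidase with 400 uM 4-methylumbelliferyl-alpha-D-pyranoside, pH 5.0, quenched with 1M NaOH/1M glycine pH 10. AC50 from Hill modeling.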
Tau fluor counter – Counterscreen qHTS for Inhibitors of Tau Fibril Formation, Fluorescence Polarization; Potency, µM (doses to about 57.7 µM), inactives show at the top dose activity change, negative = decrease; hit rate 0.93% among 280,000; tau K18 P301L (four-repeat tau fragment) Alexa594 fluorescence, heparin fibrillization; note: % is set by controls: 0 for no effect and ±100 for the full control effect; nearly all actives have a fitted effect of over 55% in size
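Human K18 P301L tau (15 uM unlabeled plus 0.24 uM Alexa 594-labeled, final) in 100 mM sodium acetate pH 7 was mixed with compound and 20 uM heparin and incubated 6 hr at 37 C.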
ALDH1A1 block – qHTS Assay for Inhibitors of Aldehyde Dehydrogenase 1 (ALDH1A1). Aldehyde dehydrogenase 1A1 (Homo sapiens), P00352. Purified ALDH1A1, NADH fluorescence, propionaldehyde substrate. Potency, µM (highest dose often 75.3 µM), for the others: at the top dose activity, negative = inhibition, hits mostly inhibitors. hit rate 7.3% among 220,000; active = well fitted inhibition curve with a large enough effect, not every such curve was filed as active; inconclusive = small, poorly fitted or top-dose-only effect, or another doubt; inactive = no such curve, though single readings can be large or run the other way;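 note: plate controls were no enzyme wells and a reference inhibitor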
Target sequence (P00352 whole entry, looked up): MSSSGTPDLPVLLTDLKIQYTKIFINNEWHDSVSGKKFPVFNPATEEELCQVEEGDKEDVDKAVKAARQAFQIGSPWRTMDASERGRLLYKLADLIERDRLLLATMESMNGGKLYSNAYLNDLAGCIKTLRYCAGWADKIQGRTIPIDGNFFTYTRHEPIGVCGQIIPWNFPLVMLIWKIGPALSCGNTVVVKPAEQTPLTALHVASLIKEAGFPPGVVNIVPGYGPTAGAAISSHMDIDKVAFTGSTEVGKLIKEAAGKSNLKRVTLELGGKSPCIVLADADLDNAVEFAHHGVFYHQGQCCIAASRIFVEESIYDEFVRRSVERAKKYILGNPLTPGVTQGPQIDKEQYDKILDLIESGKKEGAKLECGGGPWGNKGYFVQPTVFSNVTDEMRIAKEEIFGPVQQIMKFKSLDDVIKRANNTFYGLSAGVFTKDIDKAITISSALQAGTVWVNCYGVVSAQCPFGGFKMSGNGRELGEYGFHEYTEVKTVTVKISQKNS
Epigenetic derep – Quantitative High-Throughput Screen for Regulators of Epigenetic Control; murine LDR cells, GFP reporter derepression, 30 h; Potency, µM (titrated, usually from 53.9 µM), inactives show at the top dose GFP activation, usual class: activators; hit rate 0.2% among 280,000; AID 1865, 2009; note: % of control where 0% means no effect; nearly all actives have a fitted effect of over 60% in size
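Reporter derepression read as number of fluorescent GFP-positive objects, 20-120 um in size, counted by laser-scanning cytometer. Mouse LDR line with an epigenetically silenced CMV-GFP locus; compound incubation 30 h, 37 C.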
* hit, by the source's call; ? = inconclusive; nt = not tested or not shown; [ ] = another dose, or the depositor's remark. Unless noted, calls come from the whole dose curve; as a rule, active = well fitted curve in the direction sought with a large enough effect; inconclusive = small, poorly fitted or top-dose-only effect, or another doubt; inactive = no such curve, though single readings can be large; an effect the other way counts as inactive or inconclusive. Potency is the fitted concentration of half-maximal effect. Not all compounds are listed, so the mix of outcomes need not match the whole.

Preview:
Screens in order – NPSR antagonist	GLA spleen mod	GAA spleen mod	GAA glycogen mod	GAA inhib	Tau fluor counter	ALDH1A1 block	Epigenetic derep
(1) CCc1ccccc1NC(=O)c1ccc(F)c(S(=O)(=O)N2CCC(C(N)=O)CC2)c1
  -4%[46.1 µM]	0%	-1%	13%	-1%	7%	0%	-2.0%
(2) CCOC(=O)N1CCN(c2ccc(N3C(=O)CCCC3=O)cc2[N+](=O)[O-])CC1
  19%	1%	7%	13%	-9%	-1%	6%	0.9%
(3) Cc1cc(C)cc(NC(=O)C2CCCC2)c1
  ?	6%	10%	-3%	0%	1%	12%	0.0%

The whole of this part, from the first entry:
Screens in order – NPSR antagonist	GLA spleen mod	GAA spleen mod	GAA glycogen mod	GAA inhib	Tau fluor counter	ALDH1A1 block	Epigenetic derep
(1) CCc1ccccc1NC(=O)c1ccc(F)c(S(=O)(=O)N2CCC(C(N)=O)CC2)c1
  -4%[46.1 µM]	0%	-1%	13%	-1%	7%	0%	-2.0%
(2) CCOC(=O)N1CCN(c2ccc(N3C(=O)CCCC3=O)cc2[N+](=O)[O-])CC1
  19%	1%	7%	13%	-9%	-1%	6%	0.9%
(3) Cc1cc(C)cc(NC(=O)C2CCCC2)c1
  ?	6%	10%	-3%	0%	1%	12%	0.0%
(4) COc1ccccc1OCCCC(=O)NCc1ccco1
  -3%	4%	2%	1%	-6%	-12%	?	0.0%
(5) NC(=NCCc1c[nH]c2ccccc12)NC(=O)c1ccc(Cl)cc1
  ?	4%	2%	1%	11%	-10%	-12%	3.2%
(6) Cc1occc1C(=O)N1CCCC(CCC(=O)NCc2ccc(F)c(F)c2)C1 (stereo unspecified)
  -6%	3%	-4%	-11%	nt	-2%	?	-1.2%
(7) S=C(NCc1ccco1)Nc1cccc(Cl)c1Cl
  0%	1%	0%	-2%	nt	-4%	nt	0.0%
(8) CC(=O)Nc1ccc(-c2nc3ccc(Cl)cc3[nH]2)cc1
  nt	2%	18%	nt	nt	-7%	?	9.3%
(9) O=C1CC(N2CCN(c3ccccc3)CC2)C(=O)N1c1ccc2c(c1)OCO2 (stereo unspecified)
  15%	-1%	3%	8%	1%	0%	-2%	1.1%
(10) c1ccc(-c2nnc(OCCN3CCOCC3)c3ccccc23)cc1
  -3%[46.1 µM]	0%	-16%	12%	-11%	-4%	4%	0.2%
(11) O=C(COC(=O)c1cccc(NS(=O)(=O)c2ccc(F)c(F)c2)c1)NC(=O)NC1CCCCC1
  -53%	0%	2%	-5%	-8%	?	?	2.6%
(12) CCOC(=O)Cc1c(C)nc2c(-c3ccccc3OC)c(C)nn2c1C
  -6%[46.1 µM]	7%	-8%	9%	-16%	-18%	4%	0.9%
(13) Cn1ccnc1Sc1ccc(C=O)cc1[N+](=O)[O-]
  5%	-4%	-6%	-10%	2%	-3%	?	1.1%
(14) COc1ccc(NC(=O)C2C3C=CC(O3)C2C(=O)NCc2cccnc2)cc1 (stereo unspecified)
  1%[46.1 µM]	-11%	-2%	11%	-2%	-4%	-2%	-1.1%
(15) c1ccc([C@H]2NCCc3c2[nH]c2ccccc32)cc1
  nt	-12%[17.5 µM]	-5%[17.4 µM]	nt	nt	-10%[11.6 µM]	1%[13.5 µM]	0.0%[10.1 µM]
(16) N#Cc1c(=O)c2nc(NCCCO)ncc2n2c(=O)c3ccccc3[nH]c12
  -22%	-2%	-5%	-5%	-2%	-7%	-11%	3.5%
(17) O=C(CN1C(=O)CSc2ccc(S(=O)(=O)N3CCOCC3)cc21)NCCCN1CCOCC1
  14%	9%	3%	8%	-4%	-3%	5%	2.2%
(18) Cc1ccc(NS(=O)(=O)c2ccc(C(=O)NCC3CCCO3)cc2)cc1 (stereo unspecified)
  5%	-2%	-2%	6%	?	-5%	14%	-5.3%
(19) O=C(Nc1ccc2c(c1)nc1n2CCOC1)C1CCCCC1
  8%[46.1 µM]	-6%	7%	7%	-5%	0%	3%	0.0%
(20) CCOc1ccc(CNC(=S)N/N=C/c2ccncc2)cc1
  16%	-1%	-5%	-4%	-2%	-7%	10%	0.0%

Screens in order – NPSR antagonist	GLA spleen mod	GAA spleen mod	GAA glycogen mod	GAA inhib	Tau fluor counter	ALDH1A1 block	Epigenetic derep
(21) COC(=O)C1SCC2C(=O)N(Cc3ccc(F)cc3)CC(=O)N21 (stereo unspecified)
  10%	0%	nt	12%	-12%	-10%	-5%	-1.3%
(22) CCNc1nc(Oc2ccc(C(=O)OCC)cc2)nc(N2CCOCC2)n1
  -6%	3%	-3%	-2%	-3%	-17%	7%	-1.1%
(23) Cc1ccccc1C1CCCN(Cc2nc(C3CC3)no2)C1 (stereo unspecified)
  17%	-2%	-5%	0%	nt	-8%	-15%	-0.2%
(24) O=C(CSc1nnc(-c2ccc(F)cc2)o1)N1CCN(C(=O)c2ccco2)CC1
  -10%[46.1 µM]	-1%	-3%	-4%	-5%	4%	-11%	5.7%
(25) O=C(NNc1cc(Cl)ccc1Cl)c1cccnc1Cl
  3%	-10%	-3%	?	2%	2%	3%	-0.4%
(26) COc1cc(NC(=O)c2cccs2)ccc1NC(=O)c1ccco1
  -4%[46.1 µM]	2%	-2%	5%	2%	-26%	3%	0.0%
(27) CCOC(=O)C1CCN(Cc2ccc(F)cc2F)CC1
  -8%[46.1 µM]	-1%	-2%	1%	0%	-1%	?	0.2%
(28) Cc1sc(N2C(=O)C3C(C2=O)[C@H]2C=C[C@@H]3C2)c(C#N)c1C (stereo partly specified)
  8%	6%	3%	3%	nt	-1%	nt	-1.0%
(29) CCc1n[nH]c(=S)n1N=C1CCC(C)CC1 (stereo unspecified)
  10%	-1%	7%	-15%	11%	0%	0%	-4.2%
(30) Cc1ccc(-n2c(C)cc(=O)cc2C)c(C)c1
  ?	10%	8%	1%	-1%	-4%	7%	-1.0%
(31) CSCC[C@H](NC(=O)c1cccc([N+](=O)[O-])c1C)c1nc2ccccc2[nH]1
  12%	11%	3%	-3%	0%	-6%	7%	-1.1%
(32) COc1cc(OC)c(C2N(C)c3ccccc3N2C)cc1OC
  -3%[46.1 µM]	4%	-2%	-7%	-2%	3%	4%	0.0%
(33) Cc1ccc(N2CN=C3SCC(=O)N3C2)cc1C
  10%	-6%	1%	1%	12%	1%	2%	-1.8%
(34) CC(C)CN1C(=S)SC(C)(C)C1n1oc(=O)n(-c2ccc(Cl)cc2)c1=O (stereo unspecified)
  ?	-2%	-2%	-24%	-14%	-24%	?	-0.8%
(35) c1ccc(Cn2ncc3ccccc32)cc1
  -3%[46.1 µM]	0%	0%	3%	-18%	-1%	14%	-0.1%
(36) CCc1nccn1C(=O)c1cnn2c(C(F)F)cc(-c3ccccc3)nc12
  -10%[46.1 µM]	-9%	-10%	4%	0%	-6%	?	-1.8%
(37) COc1cc(OC)c(C(=O)OCC(=O)N(Cc2ccccc2)C(C)(C)C)cc1OC
  -5%	-5%	-12%	-1%	3%	1%	-7%	-2.6%
(38) Cc1cc(N2CCCC2=O)c(N)cc1N
  -17%[46.1 µM]	2%	-20%	-2%	-9%	-1%	6%	-1.1%
(39) O=CN/N=C/c1c(O)ccc2ccccc12
  -3%	-8%	-8%	3%	nt	-9%	nt	?
(40) CCc1cccc(CC)c1NC(=O)Cn1c(-c2ccccc2Cl)nc2ccccc21
  -35%	-4%	0%	15%	3%	1%	4%	6.3%

Screens in order – NPSR antagonist	GLA spleen mod	GAA spleen mod	GAA glycogen mod	GAA inhib	Tau fluor counter	ALDH1A1 block	Epigenetic derep
(41) CCCCC(=O)Nc1nc(C)c(-c2csc(Nc3ccccc3OC)n2)s1
  -29%[46.1 µM]	-1%	-1%	-27%	-4%	16µM*[quencher]	?	-2.2%
(42) CCOc1ccc(Cn2nnc(C(=O)NCCc3ccccc3)c2N)cc1
  -8%[46.1 µM]	1%	-2%	1%	-7%	-7%	12%	3.2%
(43) COCCn1nnnc1C(c1cc2ccc(C)cc2[nH]c1=O)N(Cc1ccco1)Cc1cccs1 (stereo unspecified)
  ?	5%	-2%	-27%	5%	-11%	18µM*	-0.8%
(44) NC(=O)c1ccc(N2CCCCCC2)c([N+](=O)[O-])c1
  16%	-11%	nt	0%	?	-3%	?	1.3%
(45) Cc1nnc(N2CCOCC2)c2ccccc12
  2%[46.1 µM]	-13%	-4%	7%	5%	0%	0%	?
(46) CCN(C(=O)CSc1nnc2ccccn12)c1c(N)n(Cc2ccccc2)c(=O)[nH]c1=O
  10%	3%	-3%	0%	5%	-2%	-2%	-1.1%
(47) O=C(CSc1nc2ccccc2n1CC(=O)N1CCCC1)NCc1ccc2c(c1)OCO2
  -21%[46.1 µM]	23%	-2%	-8%	3%	7%	?	1.7%
(48) CCCCNC(=O)/C(=C/c1ccccc1)NC(C)=O
  14%	3%	-14%	-1%	-7%	2%	9%	1.1%
(49) COc1ccc(CN(C(=O)c2cccs2)c2ccccc2C(=O)O)cc1
  0%	4%	5%	0%	nt	-6%	nt	-1.1%
(50) COc1cc(OC)cc(C(=O)Nc2nc(-c3ccccc3)c(-c3ccccc3)o2)c1
  -14%	-1%	-2%	-1%	4%	-20%	-11%	1.0%
(51) O=C(COC(=O)c1ccccc1SCC(=O)NC1CCS(=O)(=O)C1)NC1CCS(=O)(=O)C1 (stereo unspecified)
  24%	?	3%	-10%	-4%	4%	8%	-1.3%
(52) CCOc1ccc(NS(=O)(=O)c2ccc(OCC(=O)NCCCOC)cc2)cc1
  -4%[46.1 µM]	8%	7%	0%	-9%	-1%	1%	-1.1%
(53) COC(=O)CCCCCCCCC(O)CN(C)C (stereo unspecified)
  6%	-4%	-2%	4%	nt	0%	nt	2.3%
